# GAA glycogen mod: alters human alpha-glucosidase cleavage of glycogen | recombinant GAA, glycogen substrate, Amplex Red glucose oxidase fluorescence | Potency, µM (titrated, usually from 76.4 µM), for the others: at the top dose activity change, negative = inhibition, usual class: inhibitors | 0.38% of 300,000 active | AID 2100;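 also: 0% = full enzyme reaction and -100% = no-enzyme basal signal; the screen sought inhibitors and activators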
#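 Recombinant human alpha-glucosidase (4 nM final) hydrolysed bovine liver glycogen (30 ug) for 40 min at 37 C in pH 5.0 citrate/phosphate with 0.01% Tween-20. Released glucose detected by glucose oxidase/Amplex Red, Ex 573/Em 610 nm. Compounds up to 77 uM; AC50 from Hill fits.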
# GLA spleen mod: alpha-galactosidase A (human) modulation. P06280. human spleen homogenate, 4MU-alpha-Gal fluorescence, 40 min. Potency, µM (titrated, usually from 80 µM), inactives show top-dose activity change, negative = inhibition, actives largely listed as inhibitors. 0.008% of 240,000 active. AID 2107;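 also: 0% = enzyme with vehicle and -100% = no enzyme basal signal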
#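 Spleen homogenate 1 ug + cpd (titration) + 4-MU-alpha-D-galactopyranoside 1 mM; 37C 40 min; 50 mM citrate/phosphate pH 5.0, 0.01% Tween-20; stop pH 10; fluorescence 365/440; AC50 via Hill.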
# GAA spleen mod: inhibits or activates alpha-glucosidase in human spleen homogenate; human spleen homogenate, 4-MU-alpha-glucoside fluorescence; Potency, µM (titrated, usually from 79.9 µM), inactives show at the highest dose activity change, negative = inhibition, actives largely listed as inhibitors; 0.006% of 240,000 active;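 also: 0% = enzyme with vehicle and -100% = no enzyme basal signal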
#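 Enzyme source: human spleen homogenate, 1 ug/well. Buffer 50 mM citric acid/K phosphate pH 5.0, 0.01% Tween-20. 4-MU-alpha-glucoside 1 mM; 37 C x 40 min; NaOH/glycine stop; fluorescence.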
# JMJD2E inh: blocks human JMJD2E demethylase activity | B2RXH2 | JMJD2E catalytic domain, FDH-coupled NADH fluorescence (FDH is formaldehyde dehydrogenase) | Potency, µM (doses to about 57.1 µM), for the others: at the highest dose activity change, negative = inhibition, usual class: inhibitors | 1.6% of 230,000 active | AID 2147; active = well fitted inhibition curve with a large enough effect, not every such curve was filed as active; inconclusive = small, poorly fitted or top-dose-only effect, or another doubt; inactive = no such curve, though single readings can be large or run the other way;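 also: 0% = wells with enzyme and -100% = buffer wells without enzyme; nearly all actives have a fitted effect of over 50% in size; many of its hits are not listed in these tables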
# Target sequence (B2RXH2 1-337 limits assumed): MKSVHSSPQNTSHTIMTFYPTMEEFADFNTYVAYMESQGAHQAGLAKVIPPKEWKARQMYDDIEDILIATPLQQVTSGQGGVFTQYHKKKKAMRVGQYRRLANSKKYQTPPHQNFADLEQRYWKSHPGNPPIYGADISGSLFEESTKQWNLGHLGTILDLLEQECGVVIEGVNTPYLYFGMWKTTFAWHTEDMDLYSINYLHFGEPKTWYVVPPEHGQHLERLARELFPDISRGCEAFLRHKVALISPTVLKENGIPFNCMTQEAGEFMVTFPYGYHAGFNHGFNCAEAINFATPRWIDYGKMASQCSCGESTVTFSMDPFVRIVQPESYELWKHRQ
# SMN2 splice up: increases expression of the SMN2 splice variant. HEK293 SMN2-luciferase splicing reporter, luminescence, 30-36 h. Potency, µM (highest dose often 46.1 µM), for inactives: top-dose activity change, positive = activation, usual class: activators. 2.8% of 210,000 active. AID 1458; also: % of control where 0% means no effect; nearly all actives have a fitted effect of over 55% in size
#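 HEK293 cells carry an SMN2 […]–luciferase reporter in which exon 7 inclusion puts luciferase in frame. Cells were plated 10-12 h before compound addition, then incubated 30-36 h at 37C. ONE-Glo luminescence was read; sodium butyrate at 4.5 mM final served as control.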
# GoLoco inh red: blocks human Gai1 binding to RGS12 GoLoco peptide, red readout; Potency, µM (titrated, usually from 61.6 µM), inactives show at the top dose activity, negative = inhibition, most hits filed as inhibitors; Gai1:RGS12 GoLoco peptide FP, rhodamine, 10 min; P63096; 0.44% of 230,000 active; active = well fitted inhibition curve with a large enough effect, not every such curve was filed as active; inactive = no such curve, though single readings can be large or run the other way; also: % is scaled to controls: 0 for no effect and ±100 for the full control effect; nearly all actives have a fitted effect of over 30% in size; many of its hits are not listed in these tables
# ALDH1A1 inh: inhibitors of human aldehyde dehydrogenase 1A1; 7.3% of 220,000 active; Purified ALDH1A1, NADH fluorescence, propionaldehyde substrate; Potency, µM (series often up to 75.3 µM), inactives show at the highest dose activity, negative = inhibition, usual class: inhibitors; AID 1030; P00352; active = well fitted inhibition curve with a large enough effect, not every such curve was filed as active; inconclusive = small, poorly fitted or top-dose-only effect, or another doubt; inactive = no such curve, though single readings can be large or run the other way;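 also: plate controls were no enzyme wells and a reference inhibitor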
# Target sequence (P00352 whole entry, looked up): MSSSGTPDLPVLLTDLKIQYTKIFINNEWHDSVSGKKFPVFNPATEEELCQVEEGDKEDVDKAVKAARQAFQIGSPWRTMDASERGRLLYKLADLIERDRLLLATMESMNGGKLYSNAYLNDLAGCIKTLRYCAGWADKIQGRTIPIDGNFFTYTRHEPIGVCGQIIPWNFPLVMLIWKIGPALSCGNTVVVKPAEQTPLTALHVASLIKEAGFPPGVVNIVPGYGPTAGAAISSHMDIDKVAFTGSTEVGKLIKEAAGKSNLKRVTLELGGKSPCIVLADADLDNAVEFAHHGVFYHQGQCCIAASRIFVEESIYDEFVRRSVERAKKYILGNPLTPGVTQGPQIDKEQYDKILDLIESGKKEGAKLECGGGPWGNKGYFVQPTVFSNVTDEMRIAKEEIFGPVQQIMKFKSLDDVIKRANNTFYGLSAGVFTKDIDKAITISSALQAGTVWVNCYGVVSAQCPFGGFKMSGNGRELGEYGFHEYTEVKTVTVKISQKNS
# GAA inh: alpha-glucosidase (human) inhibition | P10253 | purified human GAA, 4-MU-alpha-glucoside fluorescence | Potency, µM (top dose mostly 76.9 µM), without a hit: top-dose activity change, negative = inhibition, actives largely listed as inhibitors | 0.005% of 200,000 active;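 also: plate controls were uninhibited enzyme wells for no effect and no-enzyme background for full effect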
#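 Endpoint fluorogenic read: 20 min room-temperature reaction of 4 nM human alpha-glucosidase with 400 uM 4-methylumbelliferyl-alpha-D-pyranoside, pH 5.0, quenched with 1M NaOH/1M glycine pH 10. AC50 from Hill modeling.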
# * marks the source's active call; other numbers are inactive results; ? = inconclusive; . = no result given; & = joins results of further samples; [ ] = dose if it differs, or a comment. Unless noted, calls follow the shape of the dose curve; as a rule, active = well fitted curve in the direction sought with a large enough effect; inconclusive = small, poorly fitted or top-dose-only effect, or another doubt; inactive = no such curve, though single readings can be large; an effect the other way counts as inactive or inconclusive. Potency is read from the fitted curve at half-maximal effect. This is a subset (hit frequency here may not be typical).
SMILES,GAA glycogen mod,GLA spleen mod,GAA spleen mod,JMJD2E inh,SMN2 splice up,GoLoco inh red,ALDH1A1 inh,GAA inh
COc1cc(-c2nnc(COc3ccc4cc(Br)ccc4c3)o2)cc(OC)c1OC,5.1%,-6.6%,2.3%,-2.5%,-21.9%,4.3%,0.9%,-6.9%
O=C(/C=C/c1cccs1)N1CCC2(CC1)Oc1ccc(Cl)cc1C(=O)C21CC(c2ccccc2)=NO1 (configuration not stated),-1.1%,5.3%,-8.5%,-6.4%,.,-11.1%,.,.
CC(=O)N1CCN(c2ccc([N+](=O)[O-])c(NCC3CCCO3)c2)CC1 (configuration not stated),9.5%,3.4%,3.3%,-0.7%,15.2%,-3.8%,5.1%,-6.5%
O=C(O)CCCCCn1c(O)c(C=C2N=c3ccccc3=N2)sc1=S,-3.6%,-2.0%,-1.8%,-1.7%,-4.3%,16.6%,-15.0%,-4.3%
CCOc1ccc(C(=O)CN2CCN(S(=O)(=O)c3ccc(Cl)cc3)CC2)cc1,2.1%,-12.6%,-8.8%,-15.1%,-27.1%,1.0%,?,?
Nc1ccnn1Cc1cccnc1,1.2%,3.8%,-10.0%,8.1%,20.4%,-9.1%,18.5%,1.9%
COc1ccc(C(C)(C)C)cc1NC(=S)NCCN1CCOCC1,-2.6%,-3.3%,3.1%,-3.0%,.,.,-0.2%,2.6%
N#CC(C(=O)NC1CCCCC1)c1nc2ccccc2nc1N1CCOCC1 (configuration not stated),7.7%,13.6%,5.4%,7.7%,0.3%,-4.4%,2.8%,?
CC(=O)N1CCN(Cc2nc3cc(NC(=O)COc4ccccc4)ccc3n2C)CC1,5.7%,-15.7%,-14.6%,?,.,4.6%,-8.0%,-2.1%
Cc1c(NC(=O)c2ccc(S(=O)(=O)N(C)c3ccccc3)cc2)c(=O)n(-c2ccccc2)n1C,4.7%,-6.2%,-4.1%,-6.9%,-22.8%,6.0%,1.2%,6.3%
O=C(CCNC(=O)c1ccccc1Cl)Nc1cccc(C(F)(F)F)c1,-2.2%,0.4%,0.6%,3.9%,-29.8%,7.4%,1.6%,-0.5%
Nc1nnc(-c2ccc(Cl)cc2Cl)s1,-3.3%,5.0%,-1.3%,?,.,0.6%,?,10.6%
CCN(CC)C(=O)CNC(=O)Cc1ccc(Cl)cc1,-23.9%,-4.1%,0.7%,1.9%,13.5%,-3.9%,5.5%,-14.0%
CCc1cccc(C)c1NC(=O)C1CN(S(=O)(=O)c2ccccc2)CCN1S(=O)(=O)c1ccccc1 (configuration not stated),1.6%,-3.5%,-6.5%,-5.9%,-11.4%,9.7%,-15.2%,-2.8%
O=C(Cc1ccc(Cl)cc1)Nc1ncc([N+](=O)[O-])s1,-2.7%,4.5%,5.3%,6.7%,-57.1%[inhibitor],-4.2%,?,-9.1%
CC(C)C(C)NC(=O)COc1ccc(Sc2ccc(OCC(=O)NC(C)C(C)C)cc2)cc1 (configuration not stated),-2.9%,-0.3%,1.6%,-5.0%,-52.5%[inhibitor],-6.8%,-4.0%,?
Cc1cc(C(=O)NCCCN2CCN(C3CCCCC3)CC2)n(-c2ccccc2)n1,6.0%,7.6%,8.5%,-3.0%,9.6%,-2.7%,2.3%,-2.4%
CN1C(=O)c2cccc3c(S(=O)(=O)NCc4ccco4)ccc1c23,2.6%,7.5%,8.6%,?,?,5.4%,14.1µM*,3.2%
COc1ccc(/C=N/n2cnc3c([nH]c4ccc(C)cc43)c2=O)cc1CN1CCCC1,3.4%,0.7%,-1.2%,-21.9%,.,6.2%,.,.
CCCc1nnc(NC(=O)CCC(=O)NC2CCCc3ccccc32)s1 (configuration not stated),10.6%,4.9%,-2.5%,-5.4%,?,-32.2%,3.8%,-0.9%
Cc1cc(O)cc(C)c1Cl,.,-4.2%,-7.0%,-5.4%,-15.8%,7.3%&-3.8%,-8.7%,.
Cc1onc(-c2c(Cl)cccc2Cl)c1C(=O)NCc1ccco1,-0.2%,3.1%,-4.7%,-4.7%,-2.7%,0.7%,?,-0.2%
COc1ccccc1OCC(=O)Nc1ccc(Cl)cc1,-4.6%,-3.7%,5.7%,-17.0%,?,11.3%,2.5%,-1.4%
COC(=O)CN=C1OC(=O)N2C(=O)C3=C4C(C[C@H]5C(=O)N(c6ccccc6)C(=O)[C@H]5[C@H]4[C@@]12Cc1ccccc1)[C@H]1C(=O)N(c2ccccc2)C(=O)[C@H]1[C@H]3C (some centres not stated),.,2.4%,5.4%,0.7%,1.6%,-1.4%,-6.2%,.
O=c1c(-c2ccccc2)nc2cnc(Nc3ccccc3)nc2n1Cc1cccs1,.,10.2%,-0.7%,.,.,6.2%,?,.
CN1CCN(C(=O)/C(=C/c2ccc(F)cc2)c2ccsc2)CC1,-1.2%,8.7%,1.6%,2.7%,0.9%,-3.8%,-9.2%,3.0%
CCOc1ccc(N2CC(C(=O)Nc3ccccc3N3CCOCC3)CC2=O)cc1 (configuration not stated),7.4%,2.0%,0.0%,1.7%,-19.5%,4.3%,1.8%,11.4%
CCSc1cc(Cl)nc(N)n1,1.9%,5.9%,0.6%,1.5%,.,3.8%,.,.
Fc1ccc2c(Cl)c(-c3nnc(-c4cccs4)o3)sc2c1,7.2%,-4.7%,-8.2%,?,4.47µM*,-10.2%,?,-1.9%
COCCNC(=O)C(c1ccccc1)N(C(=O)Cn1nnc2ccccc21)c1cccnc1 (configuration not stated),19.0%,-1.1%,-8.3%,-22.4%,0.6%,9.9%,0.4%,-8.0%
COc1ccc(C2(CCN)CC(C)N(C)CC2C)cc1 (configuration not stated),-0.6%,9.3%,-2.6%,-19.3%,3.8%,-5.9%,3.2%,-5.3%
Cc1oc2ncnc(N)c2c1C,2.1%,-13.3%,1.3%,-5.5%,15.8%,11.8%,-3.4%,-1.6%
CCCNC(=O)COc1ccc(S(=O)(=O)Nc2ccc(C)cc2)cc1,-3.6%,-3.3%,-3.6%,-8.3%,-7.9%,6.5%,4.8%,-0.9%
O=C(NCC1CCCO1)C(=O)N/N=C/c1cc(Cl)ccc1O (configuration not stated),1.6%,-9.6%,-4.3%,12.6µM*,.,-0.2%,.,.
Cc1cccc(Oc2ccc(NC(=O)C3CC=CCC3C(=O)O)cc2)c1 (configuration not stated),-6.9%,3.6%,1.6%,0.9%,-9.4%,4.8%,1.78µM*,6.4%
COc1cccc(-c2nn(-c3ccccc3)cc2CN(C)Cc2c(C)nc3ccccn23)c1,-2.4%,2.1%,-3.0%,?,.,4.5%,?,?
CCn1cc(Cl)c(C(=O)NNC(=O)CCn2cc([N+](=O)[O-])cn2)n1,-8.1%,1.0%,5.6%,0.9%,-3.6%,3.9%,3.4%,-2.9%
Cc1ccc(C)c(NC(=O)CN(C)S(=O)(=O)c2ccccc2)c1,5.7%,-7.4%,-1.4%,0.0%,?,4.8%,1.4%,2.9%
O=C(NCc1c(Cl)cccc1Oc1ccccc1)c1ccccc1,-10.5%,4.4%,2.0%,-0.5%,.,3.0%,3.1%,-10.7%
N/C(=N\OC(=O)c1ccco1)c1ccccn1,11.7%,1.2%,0.4%,-2.6%,?,29.5%,-11.3%,10.6%
CCc1ccccc1NC(=O)CSc1nc(-c2ccccc2)nn1C(=O)c1cccc([N+](=O)[O-])c1,-2.4%,-3.8%,-8.4%,3.5%,-23.4%,11.1%,-2.6%,-3.5%
CCOC(=O)N1CCC(NC(=O)c2cc(C(=O)NC3CCCC3)ccc2CO)CC1,-0.8%,-3.2%,-3.8%,-0.1%,3.9%,-0.7%,1.0%,-4.1%
Cc1cc(C)nc(/N=C(\NC(=O)C(C)(C)C)Nc2ccc(F)cc2)n1,3.6%,2.2%,-9.4%,-1.6%,.,1.2%,.,.
COc1cc(NC(=O)C2=C(N3CCOCC3)/C(=C/c3ccc(Cl)cc3)CC2)cc(OC)c1OC,-1.3%,10.8%,4.2%,?,-10.3%,-4.5%,0.6%,-11.7%
CC(=O)c1sc(NC(=O)COc2ccccc2)nc1C,5.4%,5.7%,0.0%,?,?,29.8%,?,-1.9%

# Whole records from above. Order of values: GAA glycogen mod | GLA spleen mod | GAA spleen mod | JMJD2E inh | SMN2 splice up | GoLoco inh red | ALDH1A1 inh | GAA inh
# `COc1cccc(-c2nn(-c3ccccc3)cc2CN(C)Cc2c(C)nc3ccccn23)c1` across the screens: -2.4% | 2.1% | -3.0% | ? | . | 4.5% | ? | ?
# `COc1ccc(C2(CCN)CC(C)N(C)CC2C)cc1` (configuration not stated) across the screens: -0.6% | 9.3% | -2.6% | -19.3% | 3.8% | -5.9% | 3.2% | -5.3%
# `Cc1cc(C)nc(/N=C(\NC(=O)C(C)(C)C)Nc2ccc(F)cc2)n1` across the screens: 3.6% | 2.2% | -9.4% | -1.6% | . | 1.2% | . | .

# Later entries
SMILES,GAA glycogen mod,GLA spleen mod,GAA spleen mod,JMJD2E inh,SMN2 splice up,GoLoco inh red,ALDH1A1 inh,GAA inh
c1csc(CN2CCOCC2)c1,3.4%,-3.6%,-1.3%,-24.8%,-6.2%,3.7%,-12.9%,1.4%
CN1C(=S)SC(N(O)C(=O)Nc2ccccc2)C1(C)C (configuration not stated),-23.2%,7.8%,-1.5%,1.1%,?,2.4%,0.6%,-4.1%
Cc1oc(C(=O)O)cc1CSc1nnc(-c2ccccc2)n1C,-0.1%,2.5%,5.2%,-0.3%,10.2%,-0.6%,2.2%,3.6%
CC(C)(C)NC(=S)NCC1CC1,7.3%,1.9%,3.1%,3.4%,.,10.4%,.,.
CC1CCCCN1C(C(=O)O)c1ccccc1 (configuration not stated),-9.7%,0.5%,3.5%,?,.,6.9%,-1.9%,?
COc1cccc(/C=N/NC(=O)Cn2cnc3c2c(=O)n(C)c(=O)n3C)c1OC,-10.1%,4.2%,10.9%,?,.,4.3%,.,.
CSCCCNC(=S)Nc1cccc(S(=O)(=O)NC2=NCCC2)c1,-1.1%,-3.1%,-17.2%,-4.7%,-0.5%,8.5%,-5.1%,4.8%
CC(NC(=O)COC(=O)c1ccc(Cl)cc1O)c1ccc(F)cc1 (configuration not stated),3.3%,5.2%,4.0%,?,-7.4%,-2.3%,?,-1.2%
COc1ccc(C(=O)C2CCCN(C(=O)/C=C/c3ccccn3)C2)c(C)c1 (configuration not stated),9.2%,3.8%,3.8%,8.2%,.,-2.6%,-2.8%,.

# Bioassay records as filed in PubChem.
